GASC-1 inh = inhibitors of human GASC-1 (JMJD2C) demethylase | Q9H3R0 | 0.069% of 330,000 active | GST-JMJD2C(1-420) H3K9me3 demethylation, DELFIA europium | inhibition, % at 2.35 µM;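 active means more than half of a compound's replicate wells show inhibition beyond 50%, single wells judged on their own value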;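 further: signal counts dimethyl H3K9 product captured on neutravidin plate; 0% = median of DMSO wells and 100% = 0.3 times that DMSO median; strong numbers were not always called active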
Target sequence (Q9H3R0 1-420 limits assumed): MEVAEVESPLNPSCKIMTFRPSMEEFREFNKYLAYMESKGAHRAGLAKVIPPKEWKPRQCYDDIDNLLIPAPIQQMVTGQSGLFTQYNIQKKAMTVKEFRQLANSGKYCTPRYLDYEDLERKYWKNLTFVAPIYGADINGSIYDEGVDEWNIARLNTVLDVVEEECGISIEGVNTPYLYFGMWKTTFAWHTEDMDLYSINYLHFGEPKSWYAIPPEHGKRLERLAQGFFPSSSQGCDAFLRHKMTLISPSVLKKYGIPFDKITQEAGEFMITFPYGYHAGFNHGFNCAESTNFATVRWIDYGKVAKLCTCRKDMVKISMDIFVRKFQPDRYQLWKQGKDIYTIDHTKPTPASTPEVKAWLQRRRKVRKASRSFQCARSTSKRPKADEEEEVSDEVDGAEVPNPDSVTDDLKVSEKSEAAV
PREPL inhibitor = inhibitors of human prolyl oligopeptidase-like enzyme PREPL | Q4J6C6 | recombinant PREPL, fluorescence polarization activity-based probe | inhibition, % at 5.96 µM | 0.68% of 320,000 active; in the data active means inhibition above about 43%;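 further: 0% = enzyme with DMSO and 100% = wells lacking enzyme; many of its hits are not listed in these tables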
LYPLA2 counter = LYPLA2 (human) inhibition in PME1 counter-screen; O95372; 0.38% of 320,000 active; recombinant LYPLA2, FP-Rh probe fluorescence polarization; inhibition, % at 5.9 µM;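 active means inhibition above the screen-wide mean plus 3 SD, limit set per campaign, cut at about 26% in these data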;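 further: 0% = LYPLA2 with DMSO and 100% = wells lacking LYPLA2 enzyme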
Target sequence (O95372 whole entry, looked up): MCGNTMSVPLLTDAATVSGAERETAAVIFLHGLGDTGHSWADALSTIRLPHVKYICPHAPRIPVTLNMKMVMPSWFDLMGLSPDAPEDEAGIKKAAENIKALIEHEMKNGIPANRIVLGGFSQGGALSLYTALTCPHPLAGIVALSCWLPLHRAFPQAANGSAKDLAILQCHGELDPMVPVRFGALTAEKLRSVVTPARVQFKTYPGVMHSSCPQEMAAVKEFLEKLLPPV
TPT1 inhibitor = inhibitors of Candida albicans tRNA 2'-phosphotransferase TPT1 | inhibition, % at 5 µM | AID 1962 | 0.81% of 300,000 active | recombinant caTPT1, FP RNA substrate dephosphorylation;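 active means inhibition above the mean of all tested compounds plus 3 SD, set per screening campaign, cut at about 24% in these data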;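 further: plate controls were DMSO alone for no effect and ferristatin control at 100 nM for full effect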
CTSL1 counter = cathepsin L1 inhibition, PFM18AAP counter-screen | recombinant F. hepatica cathepsin L1, Z-Leu-Arg-MCA fluorescence | inhibition, % at 5.96 µM | 0.49% of 300,000 active | AID 1906;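 active means inhibition above the mean of all tested compounds plus 3 SD, set per screening campaign, cut at about 17% in these data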;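 further: 0% = plate median of test compound wells and 100% = 1 µM Z-Phe-Ala-diazomethylketone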
Efflux pump inh = blocks antifungal efflux pumps in multiplex yeast assay. S. cerevisiae Candida pump triplex, Nile Red efflux. inhibition, % at 10 µM. 0.44% of 330,000 active. AID 485275;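 active means plate passing quality check with inhibition over a set limit, or well fluorescence over plate mean plus 4 SD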;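 further: Nile Red retained in pooled yeast measured as flow cytometry median fluorescence; 0% = buffer negative control and 100% = Enniatin B positive control; higher means more Nile Red kept so more efflux inhibition; some compounds called inactive have numbers as strong as hits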
HCV core dimer = HCV core protein dimerization inhibition; 0.33% of 300,000 active; TR-FRET GST/Flag-core106 dimerization, 1536-well; inhibition, % at 5 µM; AID 1899;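 active means inhibition above the mean of all tested compounds plus 3 SD, set per screening campaign, cut at about 45% in these data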
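Material: GST/Flag-tagged HCV core106 proteins. Incubation: 4 h, 22.5 °C incubation. Read-out basis: inhibition (%) from 671 over 617 nm ratio. Measured by: TR-FRET, excitation 340 nm, emission 617 and 671 nm.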
PP5 inh = blocks human protein phosphatase 5 activity; AID 1987; 0.18% of 320,000 active; inhibition, % at 6.7 µM; purified PP5c, OMFP substrate fluorescence;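 active means inhibition above the campaign's mean inhibition across all tested compounds plus 3 SD, cut at about 9.5% in these data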;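 further: 0% = DMSO only and 100% = 100 µM cantharidin control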
PP1 counter = PP1-alpha (human) inhibition in PP5 counter-screen | P62136 | purified PP1alpha, OMFP fluorescence | inhibition, % at 6.7 µM | 0.9% of 320,000 active | AID 2235;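 active means inhibition above the mean inhibition of all tested compounds plus 3 SD, computed separately for each screening campaign, cut at about 15% in these data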
Target sequence (P62136 whole entry, looked up): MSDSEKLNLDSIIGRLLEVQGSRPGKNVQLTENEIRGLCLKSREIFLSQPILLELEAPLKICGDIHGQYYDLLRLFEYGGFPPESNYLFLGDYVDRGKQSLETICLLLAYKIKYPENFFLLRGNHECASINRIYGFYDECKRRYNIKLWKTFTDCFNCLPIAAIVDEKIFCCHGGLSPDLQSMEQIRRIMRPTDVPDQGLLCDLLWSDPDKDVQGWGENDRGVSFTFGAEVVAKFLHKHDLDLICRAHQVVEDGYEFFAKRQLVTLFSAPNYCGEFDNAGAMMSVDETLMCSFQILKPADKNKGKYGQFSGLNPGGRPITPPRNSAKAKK
Starred values were filed as active, the others as inactive; nt = no result given. An excerpt; the hit share may differ from the screen's.

SMILES	GASC-1 inh	PREPL inhibitor	LYPLA2 counter	TPT1 inhibitor	CTSL1 counter	Efflux pump inh	HCV core dimer	PP5 inh	PP1 counter
Cc1cccc(NC(=O)c2ccc(CN3CCN(Cc4ccccc4)CC3)cc2)c1	-3	-1	0	0	1	0.1	1	0.5	-4
Cc1nnc(SCC(=O)N/N=C/c2cc(Cl)c(O)c(Cl)c2)s1	-1	2	-1	0	-1	-0.8	-7	2.1	-2
CN(CC(=O)Nc1ccc(F)cc1)C(=O)CN1C(=O)NC2(CCCc3ccccc32)C1=O (stereo not given)	2	-1	8	-1	-4	0.0	-5	0.5	-2
Cc1ccccc1N(C(=O)Cn1nnc(-c2cccs2)n1)C(C(=O)NCCC(C)C)c1ccco1 (stereo not given)	-4	-10	3	-8	5	0.0	11	2.4	3
O=C(Nc1ccccc1)OCN1C(=O)c2ccccc2C1=O	8	12	-4	1	0	0.0	0	0.9	-2
CCN(CC)CCCN(CC(=O)N(C)Cc1ccccc1)C(=O)c1ccc([N+](=O)[O-])cc1	nt	-5	5	0	0	0.1	-3	3.6	-1
CCOC(=O)N1CCN(C2=NC3(CCCCC3)C(C#N)C(=O)N2)CC1 (stereo not given)	-88	15	8	-1	-1	0.0	0	1.5	-3
COc1cc(CNC(=O)CCn2nc(C)c3c(C)n(-c4ccccc4)nc3c2=O)cc(OC)c1OC	2	4	0	1	-2	-0.1	2	-1.9	-5
O=[N+]([O-])c1cccc(N/N=C/c2cccc3ccccc23)c1	-1	36	17	0	-2	-0.1	-5	2.7	3
Cc1ccccc1NS(=O)(=O)c1ccc(C(=O)NCC(c2ccccc2)N(C)C)cc1 (stereo not given)	-31	13	0	-2	6	-0.4	-10	-3.1	4
COc1ccc(CN(Cc2nc3ccccc3c(=O)[nH]2)C(=O)C(C)(C)C)cc1	-4	6	2	1	7	0.3	1	-0.6	-3
COc1ccc(NC(=O)c2c(Cl)n(C)c3ccccc23)cc1	11	9	-7	6	-1	0.1	32	3.5	1
CN(C)/C(=N\S(=O)(=O)c1ccc(Cl)cc1)c1ccc(F)cc1	0	6	-2	-2	4	-0.1	4	0.8	-1
CCOC(=O)N=S(=O)(Oc1ccc([N+](=O)[O-])cc1)c1ccc(Cl)cc1 (stereo not given)	2	10	-2	-2	-4	0.1	-3	0.4	-5
COc1cc(C2/C(=C(\O)c3ccc4c(c3)OCCO4)C(=O)C(=O)N2c2nnc(C)s2)cc(OC)c1OC (stereo not given)	22	4	6	-1	-2	-0.1	-1	-2.4	-1
O=C(COC(=O)C1=COCCO1)Nc1c(F)cccc1F	4	-3	1	1	-10	0.0	0	-0.9	-1
O=C(NCC(c1cccs1)N1CCOCC1)c1cn(-c2ccccc2)nc1-c1ccc(Cl)cc1 (stereo not given)	2	-4	-9	-2	9	0.1	7	0.4	-6
CCN(c1cccc(C)c1)S(=O)(=O)c1c(C)[nH]c(C)c1C(=O)N1CCCCC1	2	1	-1	-3	-1	-0.1	2	1.3	-5
CC1=C(C(N)=O)S(=O)(=O)c2ccccc21	-14	-1	9	-12	-4	0.0	1	2.1	-6
COC(=O)Cc1c(C)nc2nc(-c3ccccc3)[nH]n2c1=O	4	28	1	-4	-4	-0.1	-5	0.5	-3
CCCC(=O)NC(=S)Nc1ccc(N2CCN(C(=O)c3cccs3)CC2)cc1	-5	0	4	0	-2	0.0	1	0.3	-2
CC(=O)NCCCc1c[nH]c2ccc(Cl)cc12	-3	-2	2	-2	-1	0.0	-4	1.3	-1
Cc1nc(NC(=O)CSc2nnc(Cn3nnc4ccccc43)n2C)sc1C	16	5	0	4	1	-0.1	2	-2.4	-2
Cc1cccc(CN2CCN(Cc3cccc(-n4cccn4)c3)CC2CCO)n1 (stereo not given)	-13	10	-4	1	3	-0.1	-4	1.6	-1
COc1ccc(-n2ccnc2SCC(=O)Nc2cc(C)on2)cc1	22	-4	-9	1	-3	0.3	7	-1.1	1

An excerpt from above in order of length of the SMILES, smallest number first.
SMILES	GASC-1 inh	PREPL inhibitor	LYPLA2 counter	TPT1 inhibitor	CTSL1 counter	Efflux pump inh	HCV core dimer	PP5 inh	PP1 counter
O=C(COC(=O)C1=COCCO1)Nc1c(F)cccc1F	4	-3	1	1	-10	0.0	0	-0.9	-1
Cc1nnc(SCC(=O)N/N=C/c2cc(Cl)c(O)c(Cl)c2)s1	-1	2	-1	0	-1	-0.8	-7	2.1	-2
Cc1nc(NC(=O)CSc2nnc(Cn3nnc4ccccc43)n2C)sc1C	16	5	0	4	1	-0.1	2	-2.4	-2
CCOC(=O)N1CCN(C2=NC3(CCCCC3)C(C#N)C(=O)N2)CC1 (stereo not given)	-88	15	8	-1	-1	0.0	0	1.5	-3
CCCC(=O)NC(=S)Nc1ccc(N2CCN(C(=O)c3cccs3)CC2)cc1	-5	0	4	0	-2	0.0	1	0.3	-2
COc1ccc(CN(Cc2nc3ccccc3c(=O)[nH]2)C(=O)C(C)(C)C)cc1	-4	6	2	1	7	0.3	1	-0.6	-3
Cc1ccccc1NS(=O)(=O)c1ccc(C(=O)NCC(c2ccccc2)N(C)C)cc1 (stereo not given)	-31	13	0	-2	6	-0.4	-10	-3.1	4
O=C(NCC(c1cccs1)N1CCOCC1)c1cn(-c2ccccc2)nc1-c1ccc(Cl)cc1 (stereo not given)	2	-4	-9	-2	9	0.1	7	0.4	-6
Cc1ccccc1N(C(=O)Cn1nnc(-c2cccs2)n1)C(C(=O)NCCC(C)C)c1ccco1 (stereo not given)	-4	-10	3	-8	5	0.0	11	2.4	3
COc1cc(CNC(=O)CCn2nc(C)c3c(C)n(-c4ccccc4)nc3c2=O)cc(OC)c1OC	2	4	0	1	-2	-0.1	2	-1.9	-5
COc1cc(C2/C(=C(\O)c3ccc4c(c3)OCCO4)C(=O)C(=O)N2c2nnc(C)s2)cc(OC)c1OC (stereo not given)	22	4	6	-1	-2	-0.1	-1	-2.4	-1

(next part)
SMILES	GASC-1 inh	PREPL inhibitor	LYPLA2 counter	TPT1 inhibitor	CTSL1 counter	Efflux pump inh	HCV core dimer	PP5 inh	PP1 counter
O=C(Nc1ccc(Cl)cc1C(=O)Nc1ccc(Br)cn1)c1ccco1	-7	-12	-18	1	0	-0.5	7	2.4	1
COc1ccc(OC(C)C(=O)N(C)Cc2nc(-c3ccccc3)no2)cc1 (stereo not given)	12	-10	2	-2	-4	0.1	-3	0.3	1
CCn1c(CNc2ccc(OC)cc2)nnc1SCC(=O)N1CCCc2ccccc21	-10	12	2	1	-3	-0.1	2	3.1	-1
Cc1ccc(OCC(=O)Nc2ccc([N+](=O)[O-])cn2)cc1C	12	20	0	3	-4	0.1	5	2.0	-1
CCC[C@@H]1CCCO[C@@](C(=O)NCc2ccc(S(C)(=O)=O)cc2)(C(F)(F)F)C1	-2	-2	2	0	2	0.0	6	-0.2	3
CN(C(=O)Nc1cccc(C(F)(F)F)c1)C1CCCCC1	18	22	0	-3	0	-0.1	-8	-0.5	-7
O=C1c2ccccc2S(=O)(=O)c2cc(C(=O)N3CCN(c4ncccn4)CC3)ccc21	17	1	3	-2	4	-0.2	-1	-0.2	-3
O=C(NCC1CCCO1)C(=O)NCC(c1ccco1)N1CCN(c2ccccc2F)CC1 (stereo not given)	2	12	-1	2	5	0.2	0	0.5	-3
O=C(COc1ccc2c3c(c(=O)oc2c1)CCCC3)NCCN1CCOCC1	-2	4	1	1	3	-0.1	-2	0.0	-2
CCn1c(C)[n+](CC)c2ccc(C(=O)N(C)c3ccccc3)cc21	-1	-2	4	-1	-1	0.0	-1	1.0	-4
O=C(CN1CCCCC1)Nc1ccc(S(=O)(=O)N2CCCCCC2)cc1	13	4	-2	1	-2	0.0	-3	1.8	-2
Cc1ccc(NC2=C(NCCO)C(=O)c3ccccc3C2=O)cc1	-2	11	-3	-3	8	0.2	-51	6.9	2
CC(C)c1cc(CNC(=O)CCc2nnc(CCCCc3ccccc3)o2)on1	2	-9	4	-4	0	0.0	-4	0.7	-1
O=C(CN1C(=O)/C(=C\c2ccc(F)cc2)Oc2ccccc21)N1CCN(c2ccccn2)CC1	-3	6	-1	2	5	0.7	-2	-5.5	-1
O=S(=O)(NC1CCCCC1N1CCC(O)CC1)c1ccccc1 (stereo not given)	-24	-17	-8	3	2	0.0	0	-3.7	-5
O=C(N/N=C/c1ccc(F)cc1)c1ccccc1	16	11	4	1	-2	0.2	8	-1.3	-2
Cc1nc2ccccc2n1CC(O)c1ccccc1 (stereo not given)	-1	4	-7	-2	-4	-0.6	-1	-0.1	2
O=CN1N=C(c2ccccc2)CC1c1ccccc1[N+](=O)[O-] (stereo not given)	-1	2	-2	-1	1	0.2	-5	1.8	2
O=C(c1ccc2c(c1)OCO2)N1CCN(c2ccc(C(F)(F)F)cn2)CC1	5	10	4	2	0	0.2	-1	1.9	-3
CCCCCN(C(=O)CCC(=O)OCC(=O)c1cccc(OC)c1)c1c(N)n(CCCC)c(=O)[nH]c1=O	59*	22	0	-4	8	0.5	-2	1.7	-4
COc1ccc(NC(=O)CSc2nc(NS(=O)(=O)c3ccc(C)cc3)cc(=O)[nH]2)cc1	5	3	4	-5	-1	-0.2	-1	-1.5	10
Cc1csc2nc(SCC(=O)N3CCN(c4ccccc4)CC3)[nH]c(=O)c12	4	33	0	4	3	0.1	25	-0.2	1
O=C(NNC(=O)c1ccncc1)c1ccccc1	1	10	-5	-1	-11	0.0	0	-0.2	-3
COc1ccc(N(CCC(=O)Nc2ccccc2F)S(=O)(=O)c2ccc(C)cc2C)cc1	nt	11	3	-2	-2	-0.1	0	2.0	-2
C=CCNC(=O)c1ccccc1SCc1c(C)noc1C	-22	5	-3	2	-1	0.5	14	-1.5	-1

Other entries
SMILES	GASC-1 inh	PREPL inhibitor	LYPLA2 counter	TPT1 inhibitor	CTSL1 counter	Efflux pump inh	HCV core dimer	PP5 inh	PP1 counter
O=C(NC1CC1)c1cccc(S(=O)(=O)N2CCOCC2)c1	14	4	0	nt	nt	-0.4	nt	-3.0	-7
O=[N+]([O-])c1cc(Br)c(O)c(C=Nc2ccc(N3CCOCC3)cc2)c1	-12	16	6	-6	-4	0.2	-1	4.5	2
O=C(CN(c1ccc(F)cc1)S(=O)(=O)c1ccc2c(c1)OCCO2)NCc1cccnc1	-1	0	5	1	1	0.1	-1	3.3	0
CCCc1cc(C(=O)N2CCCC(Nc3ccc(C)c(C)c3)C2)n(C)n1 (stereo not given)	1	16	-4	-2	0	-0.1	6	-1.2	-5
COc1ccc(-c2ccc(/C=C3\C(=O)N(c4ccccc4)N=C3c3ccccc3)o2)c([N+](=O)[O-])c1	2	0	4	0	-3	-0.1	10	0.8	4
Cc1ccc(N2CC(C(=O)Nc3ccc(S(=O)(=O)NCC4CCCO4)cc3)CC2=O)cc1 (stereo not given)	-7	2	6	-2	-1	-0.2	-9	2.7	3
COCCNC(=O)C(c1ccc(OC)cc1)N(CCOC)C(=O)CCC(=O)Nc1nccs1 (stereo not given)	-8	16	6	1	-1	0.0	0	0.5	-2
O=C(N/N=C/c1ccc(N2CCCCC2)o1)C(O)(c1ccccc1)c1ccccc1	4	2	3	8	1	0.1	39	3.2	8
